NLRP3 yeast inh – NALP3 inhibition in yeast | Yeast reconstituted NLRP3/ASC/caspase-1, beta-gal luminescence, 24 h | inhibition, % at 10 µM | 0.39% of 330,000 active;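 active = inhibition of 50% or more; inactive = inhibition below 50%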;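 also: plate controls were induced DMSO wells for no effect and uninduced yeast grown without galactose for full effect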
Apaf1 inhib – inhibitors of human Apaf-1 apoptosome | inhibition, % at 20 µM | reconstituted apoptosome caspase-3 activity, DEVD-Rh110 fluorescence | 0.71% of 330,000 active | O14727 | AID 489030; active = inhibition of at least 40% at 20 µM;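 also: plate controls were DMSO wells for no effect and DEVD-CHO caspase inhibitor wells for full effect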
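Material: reconstituted apoptosome with Apaf-1, cytochrome c, caspase-9, procaspase-3, dATP. Technique: Rh110 fluorescence intensity. Buffer or medium: pH 7.5 Hepes buffer with CHAPS, BSA, DTT. Times: 30 min plus 50 min, RT.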
SENP8 block-1 – inhibitors of human SENP8 protease. Q96LD8. purified SENP8, Z-RLRGG-aminoluciferin cleavage, luminescence. inhibition, % at 10 µM. 1.2% of 330,000 active. AID 2540; in the data active = inhibition above about 50%
Target sequence (Q96LD8 whole entry, looked up): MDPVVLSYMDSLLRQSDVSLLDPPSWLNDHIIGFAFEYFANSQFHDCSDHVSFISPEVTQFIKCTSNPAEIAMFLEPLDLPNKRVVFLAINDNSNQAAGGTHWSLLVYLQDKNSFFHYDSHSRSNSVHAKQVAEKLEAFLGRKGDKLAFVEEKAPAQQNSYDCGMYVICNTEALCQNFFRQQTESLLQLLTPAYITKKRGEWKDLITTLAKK
HKDC1 inh – blocks human hexokinase HKDC1 activity; Q2TB90; recombinant HKDC1, G6PDH/diaphorase resazurin coupled fluorescence; inhibition, % at 20 µM; 0.16% of 340,000 active;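 active = inhibition above about 35% when tested at 20 µM, limit read from the data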;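 also: plate controls were DMSO wells with enzyme for no effect and DMSO wells lacking enzyme for full effect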
Target sequence (Q2TB90 whole entry, looked up): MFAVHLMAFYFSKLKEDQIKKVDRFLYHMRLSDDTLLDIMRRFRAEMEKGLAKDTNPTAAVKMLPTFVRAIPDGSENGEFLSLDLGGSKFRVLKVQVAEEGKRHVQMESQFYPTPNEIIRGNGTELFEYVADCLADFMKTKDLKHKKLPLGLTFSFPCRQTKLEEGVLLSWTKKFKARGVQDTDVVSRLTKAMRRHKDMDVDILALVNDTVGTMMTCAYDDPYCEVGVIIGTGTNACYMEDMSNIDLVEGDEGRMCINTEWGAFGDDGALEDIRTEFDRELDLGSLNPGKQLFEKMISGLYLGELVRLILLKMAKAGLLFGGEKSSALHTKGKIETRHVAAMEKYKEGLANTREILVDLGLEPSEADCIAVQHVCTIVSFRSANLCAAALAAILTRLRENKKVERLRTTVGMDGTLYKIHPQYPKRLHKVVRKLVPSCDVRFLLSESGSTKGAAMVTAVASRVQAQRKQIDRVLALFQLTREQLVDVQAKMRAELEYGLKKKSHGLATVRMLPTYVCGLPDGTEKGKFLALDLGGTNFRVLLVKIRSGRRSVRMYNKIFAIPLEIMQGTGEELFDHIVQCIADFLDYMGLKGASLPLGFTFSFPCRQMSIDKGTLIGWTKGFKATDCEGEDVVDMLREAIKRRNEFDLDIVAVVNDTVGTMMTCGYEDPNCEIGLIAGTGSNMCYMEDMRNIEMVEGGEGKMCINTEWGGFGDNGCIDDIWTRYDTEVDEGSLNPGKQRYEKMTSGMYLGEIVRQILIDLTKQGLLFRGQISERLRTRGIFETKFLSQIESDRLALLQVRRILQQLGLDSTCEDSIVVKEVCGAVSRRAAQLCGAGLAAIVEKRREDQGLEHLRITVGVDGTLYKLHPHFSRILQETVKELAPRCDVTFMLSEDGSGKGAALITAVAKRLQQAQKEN
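Material: recombinant HKDC1 hexokinase; Amount: HKDC1 at 5 µg/mL; Medium: Tris pH 8.0 buffer with MgCl2, Tween-20, BSA, BME; Schedule: 90 min reaction incubation at room temperature, dark; Technique: coupled resazurin fluorescence, excitation 525 nm, emission 613 nm.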
SENP6 block – SENP6 protease inhibition; Recombinant SENP6 catalytic domain, aminoluciferin luminescence; 1.8% of 330,000 active; inhibition, % at 10 µM;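 active = inhibition above about 50% at the single tested dose, limit read from the data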;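 also: plate controls were DMSO wells with enzyme for no effect and DMSO wells lacking enzyme for full effect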
PfG6PD inh – PfG6PD (Plasmodium falciparum) enzyme inhibition | PfGluPho enzyme, NADPH resazurin-diaphorase fluorescence | inhibition, % at 20 µM | 0.78% of 350,000 active;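 active = inhibition reaching at least a set limit at 20 µM in the primary screen, cut at about 59% in these data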;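 also: 0% = DMSO wells with substrate and 100% = DMSO wells lacking glucose-6-phosphate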
SENP8 block-2 – SENP8 (human) protease inhibition; 0.64% of 360,000 active; Q96LD8; AID 602440; recombinant SENP8, Nedd8 substrate fluorescence; inhibition, % at 20 µM; in the data active = inhibition mostly above about 40%, no sharp cut-off; inactive = mostly below about 27%
SENP7 inh – inhibitors of human SENP7 protease. Q9BQF6. inhibition, % at 5 µM. recombinant SENP7, Z-RLRGG-aminoluciferin luminescence, 40 min. 1.5% of 330,000 active;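 active = inhibition above about 50% at the single test dose, limit read from the data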;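 also: plate controls were DMSO with enzyme for no effect and no enzyme buffer wells for full effect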
SENP1 FRET inh – SENP1 (human) catalytic domain inhibition | inhibition, % at 10 µM | recombinant SENP1 catalytic domain, CyPet-SUMO1-YPet FRET cleavage | Q9P0U3 | 0.21% of 360,000 active;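 active = inhibition at least 30% at 10 µM, raw YFP signal under a set limit, fluorescence ratio 0.5 to 1.5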;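 also: 0% = enzyme with DMSO and 100% = no enzyme wells; some results filed as inactive read as strong as hits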
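material = recombinant human SENP1 catalytic domain, His6-tagged | quantity = 20 pM enzyme | reagent = 25 nM SUMO1 FRET substrate | compound dosing = 10 µM single point, 0.5% DMSO | timing = 50 min enzyme reaction, room temperature, light-protected | detection = FRET, CFP and YFP emission | control set = no-enzyme low, enzyme-DMSO high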
The depositor's hits bear a star; i = inactive; / = no result given.

SMILES	NLRP3 yeast inh	Apaf1 inhib	SENP8 block-1	HKDC1 inh	SENP6 block	PfG6PD inh	SENP8 block-2	SENP7 inh	SENP1 FRET inh
CCc1ccc2nc(N)sc2c1	21	-4	-6	-5	19	8	11	0	1
CCCCCCSc1ccc(-c2nc3ccc(Cl)cn3c2NCc2ccccc2)cc1	24	24	2	-2	0	15	i	-3	-38
CCc1sc(C(=O)Nc2ncccc2C)cc1C	26	2	1	4	-23	7	-3	9	1
CC(C)(C)c1ccc(S(=O)(=O)N2CCC(N3CCCCC3)CC2)cc1	15	2	-4	-9	-17	5	24	0	0
CS(=O)(=O)c1ccc(NCCN2CCOCC2)c([N+](=O)[O-])c1	20	-4	-5	-2	-8	1	11	2	5
CCCCn1c(=O)c(CCC(=O)O)nc2ccccc21	-20	-21	-1	4	-9	-2	-215	0	-4
O=C(NCc1nnc2c(C(F)(F)F)cc(Cl)cn12)c1ccco1	-6	2	-8	-6	-21	-6	8	10	-1
O=C(CSCc1ccccc1Cl)NNC(=S)Nc1ccccc1	24	-4	-1	-13	1	-18	22	6	1
Cc1cc(C)c2c(NC(=S)Nc3ccccc3)n[nH]c2n1	-5	-2	2	-6	9	12	-38	12	0
O=C(OCN1C(=O)c2ccccc2C1=O)c1cccnc1SC(F)F	7	-2	2	-3	-36	-2	9	9	2
CCOC(=O)c1c(C)[nH]c(C)c1S(=O)(=O)N1CCN(c2ccc(F)cc2)CC1	22	5	-7	-2	-10	-4	8	-12	0
CCc1cc2c(=O)c(-c3ccc4c(c3)OCCO4)c(C)oc2cc1OS(C)(=O)=O	-4	10	-7	-3	-9	0	9	0	0
CNC(=O)CSc1nnc(-c2cccnc2)n1CCc1ccccc1	5	-7	-1	-9	-3	-17	10	-4	3
Cc1ccc(C(=O)NCC(=O)N2CCC(Cc3ccccc3)CC2)cc1	34	24	-5	-3	-14	-5	7	0	-3
CCn1c(C)cc(/C=C2\NC(=O)N(CC(=O)Nc3ccc(F)cc3)C2=O)c1C	2	-11	5	3	13	-13	-74	4	-8
COc1ccc(/C=N/N=C2/SCC(=O)N2Cc2ccccc2)cc1	29	7	1	1	3	19	8	5	3
COc1cc(/C=N/O)ccc1OCc1ccccc1Cl	13	10	41	-7	67*	2	8	50*	0
COc1ccc(NC(=O)c2ccc(S(=O)(=O)N3CCCCC3)cc2)c(OC)c1	26	0	6	-2	-22	-6	15	-6	2
Cc1ccc(S(=O)(=O)NCCC(=O)Nc2nnc(C3CC3)s2)cc1C	17	11	-11	6	-17	-4	15	0	0
O=C(c1cccs1)N(Cc1cc2ccccc2[nH]c1=O)c1ccccc1	20	5	-9	-9	-2	-24	-28	-4	2
CC1=C(C(=O)Nc2ccccc2)C(c2ccc(C)o2)n2c(s/c(=C/c3ccccc3)c2=O)=N1 (stereo not given)	13	11	6	9	-12	0	7	1	13
O=C(NCc1cccnc1)Nc1ccc(Cl)cc1Cl	17	7	-11	-3	-5	7	22	-5	0
O=C(NCC(=O)N(c1cccnc1)C(C(=O)NC1CCCC1)c1cccs1)c1ccco1 (stereo not given)	22	-10	-10	8	-30	5	10	-7	0
CN(C)C(=O)CN1C(=O)NC(c2ccccc2)(c2ccccc2)C1=O	17	6	-1	-3	-14	4	4	-7	2
Cc1cccc(CN2CCN(C(=O)CCc3nnc(C4CCCCC4)o3)CC2)c1	13	8	-3	1	3	-5	8	7	1
Fc1ccc(C2C3=C(Nc4ncnn42)c2ccccc2OC3c2ccncc2)cc1 (stereo not given)	-5	5	9	5	-4	61*	i	3	-9
O=C1/C(=C/c2cccnc2)SC(=S)N1N1CCOCC1	27	-21	0	-10	3	-6	5	1	1
CC(C)(C)NC(=O)c1ccc(Sc2ccccc2)c([N+](=O)[O-])c1	25	12	-6	-3	-6	-4	26	-8	3
Cc1ccc2cc(CCNC(=O)c3ccco3)c(=O)[nH]c2c1	18	-6	-5	-7	-3	8	-21	2	-1
CCOC(=O)Cc1csc(NC(=O)c2ccc(N3CCOCC3)cc2[N+](=O)[O-])n1	7	11	-12	4	5	1	20	-10	0

Entries above marked active in SENP7 inh.
| Molecule | NLRP3 yeast inh | HKDC1 inh | SENP6 block | PfG6PD inh | SENP7 inh | SENP1 FRET inh |
| --- | --- | --- | --- | --- | --- | --- |
| COc1cc(/C=N/O)ccc1OCc1ccccc1Cl | 13 | -7 | 67* | 2 | 50* | 0 |

(list continues)
SMILES	NLRP3 yeast inh	Apaf1 inhib	SENP8 block-1	HKDC1 inh	SENP6 block	PfG6PD inh	SENP8 block-2	SENP7 inh	SENP1 FRET inh
COc1ccccc1-c1cn[nH]c1-c1ccc(OCc2ccccc2)cc1O	12	-6	-2	0	-20	-3	7	-2	1
COc1ccc(CC(=O)N2CC(C)CC(C)C2)cc1 (stereo not given)	16	-12	-10	-5	-32	-7	4	-3	15
O=C(NCCO)C1(c2ccc(Cl)cc2)CCCC1	-4	-2	6	-2	-1	0	15	-1	2
CCN(C(=O)CN1CCCCCC1)c1c(N)n(Cc2ccccc2)c(=O)[nH]c1=O	20	7	8	2	25	-3	-56	6	-87
CCC1(c2ccccc2)NC(=O)N(CC(=O)N2CCN(S(=O)(=O)c3ccccc3)CC2)C1=O (stereo not given)	9	6	1	-3	3	-9	6	-1	1
COc1cc2nc(C3CC3)n(NC(=O)c3ccc(Cl)cc3)c(=O)c2cc1OC	-1	9	2	7	-1	-14	3	9	2
CCN1c2ccccc2NC2C1C(C(C)=O)C(=O)N2c1ccc(Cl)cc1 (stereo not given)	26	33	14	3	0	29	-177	17	-24
Cc1onc(-c2ccccc2)c1C(=O)Nc1cccc(OC(C)C)c1	7	21	2	0	-13	-6	11	6	-1
Cc1ccc(Nc2nc(N)nc(CSc3nc4ccccc4s3)n2)cc1	30	6	-20	8	-15	39	-1	3	-2
CN(C)CCCNC(=S)Nc1ccc(-c2ccccc2)cc1	18	-28	4	14	0	-21	26	9	0
COc1ccc(N/C=C2\CCc3ccccc3C2=O)cc1	6	79*	96*	33	97*	91*	-228	32	-36
COc1ccc(/C=C(\C#N)C(=O)OCC(=O)NC(=O)NCCC(C)C)cc1	5	-1	-6	30	-18	-6	5	5	-9
COc1ccc(CCNC(=O)CSc2nnc(NC(C)=O)s2)cc1OC	-15	7	5	-4	4	-9	10	5	3
COc1ccccc1CNC(=O)C1CCC(=O)N1C(C)C (stereo not given)	-5	5	-4	-6	9	-7	20	-4	-1
CCCCNC(=O)c1onc(CSc2cccc(OC)c2)c1C(=O)NCCCC	9	26	-12	1	-11	45	16	-5	1
CCOC(=O)c1c(-c2cccs2)csc1NC(=O)C(C)(C)C	11	16	-8	-2	-1	0	-1	6	1
COC(=O)c1ccccc1NC(=O)c1cnc2sccn2c1=O	9	-11	-2	-12	-31	3	-81	-9	-1
CCOCCOc1cccc(C(=O)NC(c2ccccc2)c2ccccc2)c1	16	-11	1	2	-10	-13	13	2	0
CCOC(=O)N1C2c3ccccc3C(c3ccccc32)N1C(=O)OCC	/	/	/	-10	/	-2	-102	/	1
O=C(CCCC1=NS(=O)(=O)c2ccccc2N1)N1CCN(c2ccc(Cl)cc2)CC1	17	12	-7	-3	-9	-9	6	-9	0
O=C(c1ccc(Cl)cc1)N1CCCCC(Sc2nnc(-c3ccc4c(c3)OCO4)o2)C1=O (stereo not given)	14	14	3	0	0	14	37	0	0
O=C(N/N=C/c1ccc(N2CCCCC2)o1)c1ccccc1[N+](=O)[O-]	-1	7	-17	-17	-19	31	33	-3	1
CCNC(=O)c1ccc(NS(=O)(=O)c2ccc3[nH]c(=O)[nH]c3c2)cc1	12	-10	-5	4	-3	-15	1	-1	2
O=C(COC(=O)c1cccc(-n2cnnn2)c1)Nc1c(Cl)cccc1C(F)(F)F	-5	8	-8	-5	-13	-1	1	-15	1
O=C(Cc1c(F)cccc1Cl)NCCN1CCOCC1	-12	3	-2	-8	0	-13	0	4	1
Cc1c(Br)c([N+](=O)[O-])nn1CC(=O)NCc1cccs1	12	2	4	-3	3	-5	17	8	1
O=C(N/N=C/C(Br)=C/c1ccccc1)c1cnccn1	34	-24	2	1	-9	-14	-19	1	1
CC1C/C(=N/NC(=O)c2ccc(CSc3nc4ccccc4[nH]3)cc2)CC(C)(C)C1 (stereo not given)	-16	8	6	0	13	4	13	11	3
CC(C)C[C@@H]1NC(=O)N(CCCn2ccnc2)C1=O	4	-2	-10	5	-12	-15	7	-9	0
CCOc1ccc(CCNC(=O)CCc2nnc3ccc(N4CCOCC4)nn23)cc1	12	4	4	-8	-5	5	3	8	2

Rewritten as labelled records: part of the list above
CCOC(=O)c1c(-c2cccs2)csc1NC(=O)C(C)(C)C
- NLRP3 yeast inh = 11
- Apaf1 inhib = 16
- SENP8 block-1 = -8
- HKDC1 inh = -2
- SENP6 block = -1
- PfG6PD inh = 0
- SENP8 block-2 = -1
- SENP7 inh = 6
- SENP1 FRET inh = 1
COC(=O)c1ccccc1NC(=O)c1cnc2sccn2c1=O
- NLRP3 yeast inh = 9
- Apaf1 inhib = -11
- SENP8 block-1 = -2
- HKDC1 inh = -12
- SENP6 block = -31
- PfG6PD inh = 3
- SENP8 block-2 = -81
- SENP7 inh = -9
- SENP1 FRET inh = -1
CCOCCOc1cccc(C(=O)NC(c2ccccc2)c2ccccc2)c1
- NLRP3 yeast inh = 16
- Apaf1 inhib = -11
- SENP8 block-1 = 1
- HKDC1 inh = 2
- SENP6 block = -10
- PfG6PD inh = -13
- SENP8 block-2 = 13
- SENP7 inh = 2
- SENP1 FRET inh = 0
CCOC(=O)N1C2c3ccccc3C(c3ccccc32)N1C(=O)OCC
- NLRP3 yeast inh = /
- Apaf1 inhib = /
- SENP8 block-1 = /
- HKDC1 inh = -10
- SENP6 block = /
- PfG6PD inh = -2
- SENP8 block-2 = -102
- SENP7 inh = /
- SENP1 FRET inh = 1

(further entries)
SMILES	NLRP3 yeast inh	Apaf1 inhib	SENP8 block-1	HKDC1 inh	SENP6 block	PfG6PD inh	SENP8 block-2	SENP7 inh	SENP1 FRET inh
Cc1cc(C)c(C#N)c(N2CCSCC2)n1	-3	0	-9	2	-2	-11	i	0	0
CC(Sc1ncccn1)C(=O)Nc1ccc2c(c1)OCO2 (stereo not given)	5	-6	-7	-1	-6	17	-12	-8	-2
CCN(CC(=O)NCc1ccc(F)cc1)C(=O)Cc1ccc(OC)cc1	2	7	-5	-4	-20	-9	-12	-1	-4
CCCC(=O)Nc1ccccc1NC(=O)c1ccc(OC(C)=O)cc1	-2	-18	2	-6	5	3	-164	2	1
CCOc1ccccc1C(=O)NC1CC2CCCC(C1)N2Cc1nnnn1Cc1ccco1 (stereo not given)	2	11	3	-1	9	-2	-1	4	1
O=C(Cn1nc(-c2ccc(N3CCOCC3)c([N+](=O)[O-])c2)c2ccccc2c1=O)N1CCCCC1	10	-1	-13	-1	5	-10	37	-13	0
CCC(C)(C(=O)NC1CCCC1)N(Cc1cccs1)C(C)=O (stereo not given)	-1	-1	-5	-6	-6	-1	26	-3	2
COC(=O)c1cnc(Oc2ccc(NC(=O)NC(=O)c3c(F)cccc3Cl)cc2)cc1C(F)(F)F	10	3	-4	7	-3	-3	14	7	3
COc1cc(/C=N/NC(=O)c2ccncc2)ccc1OCCN1CCCCC1	23	-2	-11	-9	-12	-4	20	-3	1
Cc1cc(S(=O)(=O)Nc2ccc3ccccc3c2)c(C)s1	14	15	-8	7	-19	23	12	-8	3
Cc1cc(S(=O)(=O)N2CCCC(N(C)CCc3ccccn3)C2)c(C)s1 (stereo not given)	1	-1	0	/	6	/	-27	4	-20
